FUS suppressor: FUS proteinopathy suppression in yeast; S. cerevisiae FUS-expressing, growth rescue, OD600, 24 h; Potency, µM (highest dose often 76.6 µM), without a hit: at the highest dose growth rescue (activation), hits mostly activators; 390,000 compounds, 0.24% hits;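 further: potency means the concentration at half of the fitted maximal effect; plate controls were DMSO vehicle for no effect and reference control for full effect; nearly all actives have a fitted effect of over 55% in size; some results filed as inactive show a strong effect at the top dose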
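Galactose (2%) drives FUS expression in yeast precultured in raffinose; seeding density OD 0.005. Test compounds incubated 24hr at 30C and 99% humidity before absorbance at 600 nm was measured.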
aSyn yeast inh: inhibitors of alpha-synuclein toxicity in yeast; 370,000 compounds, 0.14% hits; Yeast expressing alpha-synuclein, growth rescue, BacTiter-Glo, 24 h; Potency, µM (doses to about 46.1 µM), for inactives: top-dose growth rescue (activation), hits mostly activators; further: potency means the concentration at half of the fitted maximal effect; % of control where 0% means no effect; nearly all actives have a fitted effect of over 65% in size
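Rescue of yeast growth: cells expressing toxic alpha-synuclein, induced in galactose at OD600 0.02, incubated with compound 24 h at 30 C. ATP luminescence quantified growth; inhibitors of toxicity appear as activators.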
DRD3 antagonist: blocks the human D3 dopamine receptor; P35462; D3R cells, DiscoveRx beta-arrestin luminescence, antagonist mode; active compounds read low; max response, negative = inhibition, %; 360,000 compounds, 2.5% hits; AID 652054; in the data active means max response below about -50%; inconclusive means no clear call, values can overlap the other calls; further: on the % scale 0 is the no-effect control and ±100 the full control effect; mostly tested at two doses, the higher about 12 µM
Target sequence (P35462 whole entry, looked up): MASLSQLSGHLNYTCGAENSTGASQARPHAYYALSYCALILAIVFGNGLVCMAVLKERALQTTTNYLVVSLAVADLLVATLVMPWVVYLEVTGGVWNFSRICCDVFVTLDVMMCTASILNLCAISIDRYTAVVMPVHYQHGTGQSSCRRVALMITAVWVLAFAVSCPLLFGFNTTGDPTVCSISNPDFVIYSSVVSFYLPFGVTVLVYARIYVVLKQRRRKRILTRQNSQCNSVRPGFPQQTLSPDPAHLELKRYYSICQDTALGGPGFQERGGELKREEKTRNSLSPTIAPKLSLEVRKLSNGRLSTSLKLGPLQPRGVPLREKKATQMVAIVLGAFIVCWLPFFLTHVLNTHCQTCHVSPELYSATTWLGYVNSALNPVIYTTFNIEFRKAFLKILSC
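Cells expressing the human receptor were seeded at 1500 cells/well, incubated overnight at 37 degrees C in 5% CO2, then exposed to library compounds with dopamine controls for 90 minutes at 37 degrees C before luminescent detection.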
TDP43 rescue: rescues yeast growth from TDP-43 toxicity; TDP-43 expressing yeast growth rescue, BacTiter-Glo, 24 h; Potency, µM (series often up to 46.1 µM), without a hit: at the top dose growth rescue (activation), most hits filed as activators; 410,000 compounds, 1.8% hits; further: potency means the concentration at half of the fitted maximal effect; % of control where 0% means no effect; nearly all actives have a fitted effect of over 50% in size
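Yeast expressing TDP-43 (pregrown in raffinose, seeded at OD600=0.02 in galactose medium) exposed to compounds 24 hr at 30 deg C. Growth read by BacTiter-Glo luminescence; rescue of toxicity appears as increased signal.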
DRD3 agonist: activates the human D3 dopamine receptor; D3R DiscoveRx beta-arrestin cells, luminescence, 90 min; max activation, %; 410,000 compounds, 0.58% hits; AID 652048; in the data active means max activation above about 30%; further: 0% is about no effect; mostly tested at two doses, the higher about 12 µM
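Agonist-mode cell screen: cells plated at 1500/well and incubated overnight at 37 °C, then exposed to library compounds for 90 min at 37 °C. Detection reagent was added for 30–60 min at room temperature, and luminescence was read.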
EPAC2 antagonist: blocks human EPAC2 exchange factor. Q8WZA2. EPAC2 GEF exchange of Rap1B-BODIPY-GDP, fluorescence. Potency, µM (series often up to 114 µM), for inactives: top-dose activity, negative = inhibition, usual class: inhibitors. 360,000 compounds, 0.18% hits. AID 720708; further: potency means the concentration at half of the fitted maximal effect; on the % scale 0 is the no-effect control and ±100 the full control effect; nearly all actives have a fitted effect of over 45% in size; many of its hits are not listed in these tables
EPAC2 ag: agonists of human EPAC2 (RAPGEF4). Q8WZA2. EPAC2 activation, biochemical qHTS; response scale: 100% = 6.5 mM cAMP response. Potency, µM (top dose mostly 154 µM), for the others: at the top dose activation, actives largely listed as activators. 360,000 compounds, 0.079% hits; further: potency means the concentration at half of the fitted maximal effect; nearly all actives have a fitted effect of over 50% in size
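Nucleotide exchange monitored as fluorescence drop when BODIPY-GDP leaves Rap1B. Reaction: 100 nM EPAC2, 250 nM RAP1B-BODIPY-GDP, 50 uM GDP, room temperature, kinetic read over 30 min. Activity expressed relative to 6.5 mM cAMP.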
Abeta rescue: restores growth of yeast expressing A-beta42 peptide | yeast expressing A-beta42, growth rescue, OD600, 48 h; response scale: 0% DMSO, 100% iron-clioquinol control | Potency, µM (doses to about 46.1 µM), without a hit: at the top dose growth rescue, hits mostly activators | 410,000 compounds, 0.063% hits; further: potency means the concentration at half of the fitted maximal effect; nearly all actives have a fitted effect of over 55% in size
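Growth rescue measured by 600 nm absorbance after 48 h yeast culture at 30 C with compound. Values normalized between DMSO and an equimolar ferric chloride plus clioquinol control.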
An asterisk follows results filed as active; [ ] = remark or other dose. Unless noted, the call rests on the fitted dose curve; in most records, active means well fitted curve in the direction sought with a large enough effect; inconclusive means small, poorly fitted or top-dose-only effect, or another doubt; inactive means no such curve, though single readings can be large; an effect the other way counts as inactive or inconclusive. This is a subset (hit frequency here may not be typical).

`Cc1ccc(-c2cc(-c3nnc(SCC(=O)NCC(C)C)n3N)c3ccccc3n2)cc1` gave FUS suppressor 6%, aSyn yeast inh 9%, DRD3 antagonist 5, TDP43 rescue 23%, DRD3 agonist -1, EPAC2 antagonist 2%, EPAC2 ag -22% and Abeta rescue 9%.
Screening CN1C(=O)C(=O)/C(=C(/O)c2ccccc2)C1c1ccccc1 (stereo unspecified) returned FUS suppressor 30%, aSyn yeast inh 0%, DRD3 antagonist 5, TDP43 rescue 6%, DRD3 agonist 6, EPAC2 antagonist 0%, EPAC2 ag 5% and Abeta rescue -4%.
CCN(C(=O)Cn1c(C(=O)OC)cc2sc(Cl)cc21)c1cccc(C)c1 was read as FUS suppressor 6%, TDP43 rescue 5%, DRD3 agonist -8 and Abeta rescue -14%.
For COc1cc2sc(-c3ccccc3OC)c(-c3ccc(O)cc3)c2cc1OC the results were FUS suppressor 39%, aSyn yeast inh -1%, DRD3 antagonist -4, TDP43 rescue 16µM*, DRD3 agonist 1, EPAC2 antagonist -22%, EPAC2 ag 13% and Abeta rescue 2%.
COc1ccc(C(=O)Nc2cc3c(cc2C(=O)O)OCCCO3)c(OC)c1 was read as FUS suppressor -22%, aSyn yeast inh 1%, DRD3 antagonist 5, TDP43 rescue -16%, DRD3 agonist 2, EPAC2 antagonist 1%, EPAC2 ag -2% and Abeta rescue -3%.
For O=C(Nc1ccccc1Cl)N1CCCN(c2nc(-c3ccccc3)ns2)CC1 the results were FUS suppressor 21%, aSyn yeast inh 16%, DRD3 antagonist 9, TDP43 rescue 0%, DRD3 agonist -14, EPAC2 antagonist 3%, EPAC2 ag 3% and Abeta rescue 7%.
N#Cc1ccc(C(=O)CSc2n[nH]c(=O)n2-c2cccnc2)cc1 was read as FUS suppressor 11%, aSyn yeast inh 0%, DRD3 antagonist -1, TDP43 rescue -17%, DRD3 agonist 3, EPAC2 antagonist -12%, EPAC2 ag -3% and Abeta rescue 2%.
`Cc1nn(Cc2cccc(C(=O)NC34CC5CC(CC(C5)C3)C4)c2)c(C)c1Br` gave FUS suppressor inconclusive, aSyn yeast inh -7%, DRD3 antagonist -15, TDP43 rescue -5%, DRD3 agonist 1, EPAC2 antagonist -11%, EPAC2 ag 5% and Abeta rescue 5%.
CCOC(=O)C(N)CSC1CC(=O)N(CCc2ccccc2)C1=O (stereo unspecified) was read as FUS suppressor -17%, aSyn yeast inh -6%, DRD3 antagonist -9, TDP43 rescue 6%, DRD3 agonist 8, EPAC2 antagonist -7%, EPAC2 ag 2% and Abeta rescue 6%.
Cc1cc(NC(=O)CS(=O)(=O)c2ccc(F)cc2)no1 was read as FUS suppressor -2%, aSyn yeast inh -6%, DRD3 antagonist 6, TDP43 rescue -10%, DRD3 agonist -4, EPAC2 antagonist 0%, EPAC2 ag -1% and Abeta rescue 23%.
For COC(=O)C(C(=O)Nc1cc(C)on1)C1CCCCCC1 (stereo unspecified) the results were FUS suppressor -19%, aSyn yeast inh -6%, DRD3 antagonist 21, TDP43 rescue 5%, DRD3 agonist 0, EPAC2 antagonist 10%, EPAC2 ag 11% and Abeta rescue 8%.
For CCOc1ccc(N(Cc2ccccc2)C(=O)c2nc(S(C)(=O)=O)ncc2Cl)cc1 the results were FUS suppressor 33%, TDP43 rescue 18µM*, DRD3 agonist -22 and Abeta rescue -19%.
Screening Cc1ccc(CN2CCNC(=O)C2CC(=O)N(C)C2CCCCC2)o1 (stereo unspecified) returned FUS suppressor 20%, aSyn yeast inh -6%, DRD3 antagonist 5, TDP43 rescue -14%, DRD3 agonist -6, EPAC2 antagonist -6%, EPAC2 ag 10% and Abeta rescue -6%.
For Cc1cc(C)cc(N(C(=O)c2cccs2)C2C=CS(=O)(=O)C2)c1 (stereo unspecified) the results were FUS suppressor 2%, aSyn yeast inh -2%, DRD3 antagonist -3, TDP43 rescue -20%, DRD3 agonist -4, EPAC2 antagonist inconclusive, EPAC2 ag 9% and Abeta rescue -14%.
Screening COc1ccc(-c2cc(-c3nc4ccccn4c3NCc3ccccc3)ccc2OC)cc1 returned FUS suppressor 41%, aSyn yeast inh -38%[inhibitor], DRD3 antagonist -17, TDP43 rescue -3%, DRD3 agonist -1, EPAC2 antagonist 2%, EPAC2 ag 17% and Abeta rescue -50%[inhibitor].
For O=C(CO/N=C/c1ccc(Cl)cc1Cl)NNC(=O)c1ccc(Cl)cc1Cl the results were FUS suppressor -9%, aSyn yeast inh 0%, DRD3 antagonist -20, TDP43 rescue 3%, DRD3 agonist 5, EPAC2 antagonist 2%, EPAC2 ag 2% and Abeta rescue inconclusive.
O=C(NCC(c1ccc(F)cc1)N1CCOCC1)c1cccnc1Sc1ccccc1Cl (stereo unspecified) was read as FUS suppressor 14%, aSyn yeast inh 0%, DRD3 antagonist 11, TDP43 rescue inconclusive, DRD3 agonist -9, EPAC2 antagonist 11%, EPAC2 ag 3% and Abeta rescue -8%.
`CCN1C(=O)C(O)(CC(=O)c2ccccn2)c2ccccc21` (stereo unspecified) gave FUS suppressor -3%, DRD3 antagonist -9, TDP43 rescue 4%, DRD3 agonist -7, EPAC2 antagonist 0%, EPAC2 ag 4% and Abeta rescue 3%.
COc1ccccc1Nc1nn2c(=O)c3ccc(C(=O)NCc4ccc(F)cc4)cc3nc2s1 was read as FUS suppressor -9%, aSyn yeast inh 1%, TDP43 rescue 6%, DRD3 agonist -9 and Abeta rescue -17%.
Screening Cn1c(N)c(C(=O)COC(=O)c2cccnc2Cl)c(=O)n(C)c1=O returned FUS suppressor 5%, aSyn yeast inh 2%, DRD3 antagonist 1, TDP43 rescue 0%, DRD3 agonist 3, EPAC2 antagonist 7%, EPAC2 ag 4% and Abeta rescue -9%.
For CC(C)Cn1c(CCCNC(=O)c2ccco2)nc2ccccc21 the results were FUS suppressor 30%, aSyn yeast inh 3%, DRD3 antagonist -12, TDP43 rescue 9%, DRD3 agonist -2, EPAC2 antagonist 0%, EPAC2 ag 6% and Abeta rescue -8%.
Screening CCOc1ccc(CCNC(=O)COC(=O)c2ccc(F)c(S(=O)(=O)N3CCOCC3)c2)cc1OCC returned FUS suppressor 17%, aSyn yeast inh 0%, DRD3 antagonist 2, TDP43 rescue 15%, DRD3 agonist 4, EPAC2 antagonist 2%, EPAC2 ag -3% and Abeta rescue -1%.
Screening COc1cc(NC(=S)N2CCN(C(c3ccccc3)c3ccccc3)CC2)cc(OC)c1 returned FUS suppressor 11%, aSyn yeast inh 4%, DRD3 antagonist 8, TDP43 rescue 25%, DRD3 agonist -1, EPAC2 antagonist -1%, EPAC2 ag -2% and Abeta rescue 24%.
For COC(=O)c1ccc(/C=N\NC(=O)CC(=O)NCCc2ccccc2)cc1 the results were FUS suppressor 4%, aSyn yeast inh 2%, DRD3 antagonist 1, TDP43 rescue 10%, DRD3 agonist 3, EPAC2 antagonist -8%, EPAC2 ag 10% and Abeta rescue 5%.
For COc1ccc([C@H]2CC(=O)C=C(c3ccc(F)cc3OCc3ccccc3)C2)cc1 the results were FUS suppressor -16%, aSyn yeast inh 9%, DRD3 antagonist 5, TDP43 rescue 19%, DRD3 agonist 29, EPAC2 antagonist -22%, EPAC2 ag 15% and Abeta rescue 0%.
CC(C)CCNC(=O)[C@@H](NC(=O)c1c(F)cccc1F)C(C)C was read as FUS suppressor 14%, aSyn yeast inh -2%, DRD3 antagonist inconclusive, TDP43 rescue -5%, DRD3 agonist -2, EPAC2 antagonist -1%[57.1 µM], EPAC2 ag 3% and Abeta rescue 11%.
For O=C(NCCS(=O)(=O)NCCc1ccccc1)c1ccccc1 the results were aSyn yeast inh -3%, DRD3 antagonist 0, TDP43 rescue -1%, DRD3 agonist -8, EPAC2 antagonist 6%, EPAC2 ag 2% and Abeta rescue -6%.
For CCCCN=C1N/C(=C\c2ccco2)C(=O)N1c1ccccc1 the results were FUS suppressor inconclusive, aSyn yeast inh -4%, DRD3 antagonist -10, TDP43 rescue -13%, DRD3 agonist 4, EPAC2 antagonist -20%, EPAC2 ag inconclusive and Abeta rescue -21%.
Screening CCOC(=O)c1[nH]c(Cc2[nH]c(C(=O)OCC)c(C)c2CCC(=O)OC)c(CCC(=O)OC)c1C returned FUS suppressor 8%, aSyn yeast inh 13%, DRD3 antagonist 9, TDP43 rescue 8%, DRD3 agonist -7, EPAC2 antagonist -15%, EPAC2 ag 15% and Abeta rescue 5%.
For O=C(NCN1C(=O)C2C3C=CC(C3)C2C1=O)Nc1ccccc1O (stereo unspecified) the results were FUS suppressor 4%, aSyn yeast inh 0%, DRD3 antagonist 10, TDP43 rescue -11%, DRD3 agonist 1, EPAC2 antagonist 1%, EPAC2 ag -3% and Abeta rescue -9%.
`C/C(CCc1ccccc1)=N/NC(=O)C(=O)NC(C)c1ccccc1` (stereo unspecified) gave FUS suppressor -11%, aSyn yeast inh -4%, DRD3 antagonist 2, TDP43 rescue 10%, DRD3 agonist 0, EPAC2 antagonist -1%, EPAC2 ag 9% and Abeta rescue 12%.
For CC1Cc2ccccc2N1C(=O)COC(=O)c1ccc(S(=O)(=O)N(C)C)cc1 (stereo unspecified) the results were FUS suppressor 6%, aSyn yeast inh 0%, DRD3 antagonist -11, TDP43 rescue 2%, DRD3 agonist -5, EPAC2 antagonist -5%, EPAC2 ag 8% and Abeta rescue 10%.
`O=S(=O)(Nc1ccccn1)c1cc(Cl)ccc1Cl` gave FUS suppressor -3%, aSyn yeast inh -1%, DRD3 antagonist 6, TDP43 rescue 10%, DRD3 agonist -2, EPAC2 antagonist 1%, EPAC2 ag 3% and Abeta rescue 18%.
Screening C=CCSc1nnc(-c2cccnc2)o1 returned FUS suppressor -18%, aSyn yeast inh -1%, DRD3 antagonist -7, TDP43 rescue 22%, DRD3 agonist 1, EPAC2 antagonist 1%, EPAC2 ag 12% and Abeta rescue 3%.

Screening data (PubChem)
